Source: PubChem BioAssay (National Center for Advancing Translational Sciences (NCATS))
aSyn yeast inh: inhibitors of alpha-synuclein toxicity in yeast; Yeast expressing alpha-synuclein, growth rescue, BacTiter-Glo, 24 h; hit rate 0.14% among 370,000; AID 652106; Potency, µM (series often up to 46.1 µM), for the others: at the top dose growth rescue (activation), usual class: activators; further: potency means the concentration at half of the fitted maximal effect; % of control where 0% means no effect; nearly all actives have a fitted effect of over 65% in size
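Rescue of yeast growth: cells expressing toxic alpha-synuclein, induced in galactose at OD600 0.02, incubated with compound 24 h at 30 C. ATP luminescence quantified growth; inhibitors of toxicity appear as activators.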
pAkt inh: inhibitors of Akt phosphorylation; activity change, % for hits at 50 µM; hit rate 0.32% among 360,000; Neuro2A IGF-stimulated pAkt S473 HTRF, 20 min; hits give low values; in the data active means activity change below about -80%; inconclusive means mostly about -51% to -80%; further: on the % scale 0 is the no-effect control and ±100 the full control effect
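Neuro2A cells in DMEM with 0.5% FBS, overnight at 37 deg C, given compound at single 50 µM final, then IGF (6 nM final) for 20 min at 37 deg C. Lysed; phospho-Akt Ser473 by HTRF after 24 h, 665/615 ratio.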
HEK293 tox: cytotoxic in the GLP-1 receptor inverse agonist counter-screen | HEK293 cAMP-luciferase reporter cells, luminescence, 24 h | Potency, µM (highest dose often 38.3 µM), inactives show top-dose activity change, negative = inhibition, actives largely listed as inhibitors | hit rate 0.13% among 410,000;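 further: loss of luciferase light is scored as toxicity; potency means the concentration at half of the fitted maximal effect; on the % scale 0 is the no-effect control and ±100 the full control effect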
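Step one: seed cells (200 cells/uL, DMEM with 10% Nu serum, 1% pen-strep). Step two: 12-hour incubation at 37 deg C. Step three: pin 23 nL compound, incubate 24 hr. Step four: add luciferase reagent, read luminescence 12 min later.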
FUS yeast rescue: rescues growth of FUS-expressing yeast; S. cerevisiae FUS-expressing, growth rescue, OD600, 24 h; Potency, µM (titrated, usually from 76.6 µM), inactives show at the top dose growth rescue (activation), actives largely listed as activators; hit rate 0.24% among 390,000; AID 1347120;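 further: potency means the concentration at half of the fitted maximal effect; plate controls were DMSO vehicle for no effect and reference control for full effect; nearly all actives have a fitted effect of over 55% in size; some results filed as inactive show a strong effect at the top dose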
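Galactose (2%) drives FUS expression in yeast precultured in raffinose; seeding density OD 0.005. Test compounds incubated 24hr at 30C and 99% humidity before absorbance at 600 nm was measured.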
Mm-Cpn inhibitor: M. maripaludis TRiC chaperonin inhibition. hit rate 0.031% among 330,000. AID 504842. Potency, µM (doses to about 76.9 µM), without a hit: at the highest dose activity, negative = inhibition, actives largely listed as inhibitors. purified Mm-Cpn ATPase, ADP Transcreener TR-FRET; further: potency means the concentration at half of the fitted maximal effect; on the % scale 0 is the no-effect control and ±100 the full control effect; nearly all actives have a fitted effect of over 80% in size
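Reaction buffer contained 30 mM Tris pH 7.4, 100 mM KCl, 5 mM MgCl2 and 1 mM DTT. Mm-CPN (25 nM final) hydrolysed 10 uM ATP over 30 min at 37°C; ADP was read by HTRF.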
Abeta yeast res: restores growth of yeast expressing A-beta42 peptide. Potency, µM (series often up to 46.1 µM), without a hit: at the top dose growth rescue, actives largely listed as activators. AID 1347071. yeast expressing A-beta42, growth rescue, OD600, 48 h; response scale: 0% DMSO, 100% iron-clioquinol control. hit rate 0.063% among 410,000; further: potency means the concentration at half of the fitted maximal effect; nearly all actives have a fitted effect of over 55% in size
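Yeast A-beta toxicity model in growth medium with pinned compounds, 48 h at 30 C; growth read as absorbance at 600 nm. Normalized to FeCl3/clioquinol equimolar mix (positive) and DMSO (negative).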
TDP-43 yeast inh: inhibitors of TDP-43 toxicity in yeast; TDP-43 expressing yeast growth rescue, BacTiter-Glo, 24 h; Potency, µM (highest dose often 46.1 µM), for inactives: top-dose growth rescue (activation), most hits filed as activators; hit rate 1.8% among 410,000; further: potency means the concentration at half of the fitted maximal effect; % of control where 0% means no effect; nearly all actives have a fitted effect of over 50% in size
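In this qHTS, compounds that restore growth of yeast expressing TDP-43 appear as activators. Cells (OD600=0.02, galactose medium, raffinose-pregrown) are incubated with compound 24 hr at 30 deg C and growth is quantified by BacTiter-Glo.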
PTHR1 ag: agonists of human PTHR1 parathyroid hormone receptor; HEK293 GP2 PTHR1 cells, GloSensor cAMP luminescence, 1 h; Potency, µM (highest dose often 115 µM), inactives show top-dose activation, actives largely listed as activators; hit rate 0.075% among 410,000; AID 743266; further: potency means the concentration at half of the fitted maximal effect; nearly all actives have a fitted effect of over 55% in size; some results filed as inactive show a strong effect at the top dose; inactives centre near -15; many of its hits are not listed in these tables
Target sequence (Q03431 whole entry, looked up): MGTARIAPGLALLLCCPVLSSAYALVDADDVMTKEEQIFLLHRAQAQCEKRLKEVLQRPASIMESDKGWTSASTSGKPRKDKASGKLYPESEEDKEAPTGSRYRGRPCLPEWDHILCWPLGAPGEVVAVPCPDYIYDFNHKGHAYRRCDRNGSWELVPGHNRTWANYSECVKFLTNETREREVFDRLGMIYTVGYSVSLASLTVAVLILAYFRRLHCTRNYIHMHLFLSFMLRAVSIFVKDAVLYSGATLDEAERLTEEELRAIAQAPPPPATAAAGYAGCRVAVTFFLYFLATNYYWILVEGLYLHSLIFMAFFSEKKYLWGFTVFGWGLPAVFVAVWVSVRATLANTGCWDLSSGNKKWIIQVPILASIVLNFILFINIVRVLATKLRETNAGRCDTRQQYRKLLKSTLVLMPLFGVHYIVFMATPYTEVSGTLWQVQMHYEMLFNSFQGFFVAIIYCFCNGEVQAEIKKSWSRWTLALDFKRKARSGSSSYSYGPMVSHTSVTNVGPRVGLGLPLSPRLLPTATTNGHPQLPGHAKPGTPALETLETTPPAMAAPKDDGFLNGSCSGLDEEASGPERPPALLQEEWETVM
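HEK-293-derived GP2 cells expressing PTHR1 and a GloSensor cAMP reporter, 3,000/well, plated overnight, given luciferin plus IBMX (each 0.5 mM as added) for 1 h at 37 °C, then compound for 1 h at 37 °C. Luminescence was read after 15 min at room temperature.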
GLP-1R inv ag: inverse agonists of human GLP-1 receptor. HEK293 GLP-1R CRE-luciferase, luminescence, 24 h; GLP-1R form is constitutively active. Potency, µM (highest dose often 38.3 µM), for the others: at the highest dose activity change, negative = inhibition, actives largely listed as inhibitors. P43220. AID 624417. hit rate 1.6% among 410,000; further: potency means the concentration at half of the fitted maximal effect; on the % scale 0 is the no-effect control and ±100 the full control effect; nearly all actives have a fitted effect of over 55% in size
Target sequence (P43220 whole entry, looked up): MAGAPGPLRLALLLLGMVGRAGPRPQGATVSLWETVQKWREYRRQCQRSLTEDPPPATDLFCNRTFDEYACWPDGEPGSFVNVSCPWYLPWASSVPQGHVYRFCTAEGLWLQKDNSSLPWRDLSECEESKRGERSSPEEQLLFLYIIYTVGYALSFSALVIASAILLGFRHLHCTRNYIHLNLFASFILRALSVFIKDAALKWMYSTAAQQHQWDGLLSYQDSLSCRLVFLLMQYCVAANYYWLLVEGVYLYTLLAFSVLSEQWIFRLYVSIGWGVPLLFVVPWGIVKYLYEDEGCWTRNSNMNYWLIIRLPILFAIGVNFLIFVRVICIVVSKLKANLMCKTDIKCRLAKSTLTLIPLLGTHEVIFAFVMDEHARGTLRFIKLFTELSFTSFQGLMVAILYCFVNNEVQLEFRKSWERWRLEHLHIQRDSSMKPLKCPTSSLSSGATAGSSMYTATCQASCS
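Using stably transfected HEK293 (constitutively active GLP-1R, cAMP-luciferase reporter), compounds were incubated 24 hr and luciferase measured by luminescence.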
Numbers without * were called inactive; i = inactive; ? = inconclusive; · = not tested or not shown; & = joins results of further samples; [ ] = remark or other dose. Unless noted, the call rests on the fitted dose curve; in most records, active means well fitted curve in the direction sought with a large enough effect; inconclusive means small, poorly fitted or top-dose-only effect, or another doubt; inactive means no such curve, though single readings can be large; an effect the other way counts as inactive or inconclusive. An excerpt. The share of hits here may be higher or lower than overall.

no.	SMILES	aSyn yeast inh	pAkt inh	HEK293 tox	FUS yeast rescue	Mm-Cpn inhibitor
1	Cc1ccc(S(=O)(=O)/N=C(\N)Nc2nc(C)c3ccc(C)cc3n2)cc1	13%	i	-11%	10%	0%
2	COc1ccc(C2CC(=O)N(Cc3ccc(F)cc3)c3ccccc3S2)cc1 (stereo unspecified)	11%	·	-7%	28%	·
3	O=C(NCC(c1cccnc1)N1CCN(c2ccccc2F)CC1)c1ccco1 (stereo unspecified)	3%	i	-10%	-24%	-3%
4	CC(C)c1cc(CNC(=O)C2CCC(=O)N(CCc3ccc(Cl)cc3)C2)on1 (stereo unspecified)	0%	i	1%	15%	0%
5	CCCC(=O)C1=C(O)C(C(=O)OC)C(C)(C)CC1=Nc1ccc(C)cc1 (stereo unspecified)	-7%	i	2%	11%	0%
6	Cc1noc(C)c1S(=O)(=O)N(C)C[C@H]1Oc2c(cccc2N(C)C)C(=O)N([C@H](C)CO)C[C@@H]1C	4%	i	-4%	7%	0%
7	COc1ccc(-c2nc3oc4cc(OC)ccc4c(=O)c3c(=O)n2Cc2ccco2)cc1	-4%	i	-10%	20%	1%
8	O=C(NCc1ccc(Cl)cc1)c1ccc2oc(=O)n(Cc3ccccc3)c2c1	·	·	2%	8%	·
9	OC1CSc2nc3ccccc3n2C1 (stereo unspecified)	3%	i	1%	1%	-5%
10	CC(=O)Nc1ccc2c(c1)n(C)c(=O)n2C	-8%	i	7%	1%	0%

no.	Abeta yeast res	TDP-43 yeast inh	PTHR1 ag	GLP-1R inv ag
1	13%	-12%	-4%[57.5 µM]	1%
2	-9%	16µM*	-41%[inhibitor]	?
3	1%	11%	-8%	6%
4	-10%	19%	i	-26%
5	-11%	7%	-45%[inhibitor]	?
6	4%	8%	-48%[inhibitor]	2%
7	-86%[inhibitor]	-21%	i	7%
8	-3%	2%	-41%[inhibitor]	?
9	-9%	-10%	-19%	11%
10	5%	-5%	-7%[57.5 µM]	0%

(list continues)
no.	SMILES	aSyn yeast inh	pAkt inh	HEK293 tox	FUS yeast rescue	Mm-Cpn inhibitor
11	O=C1C=C(c2ccc3c(c2)oc2ccccc23)C[C@@H](c2ccc3c(c2)OCO3)C1	6%	i	5%	-3%	1%
12	Nc1ccc(C(=O)OCC(=O)NC2CC2)cc1[N+](=O)[O-]	-7%	i	0%	-25%	1%
13	CC(=O)c1ccc(NC(=O)CSc2cn[nH]n2)cc1	-6%	i	2%	18%	0%
14	Cc1c(-c2nsc(NC(=O)c3cccs3)n2)nnn1-c1ccc(F)cc1	·	·	-13%	-1%	·
15	COc1ccc(NC(=O)CN(Cc2ccccc2)S(=O)(=O)c2ccc(C)cc2)cc1Cl	·	·	-5%	45%	·
16	c1ccc(N2CCN(c3nc4cc5c(cc4s3)OCO5)CC2)cc1	-7%&-13%	i	-11%	-2%	-10%
17	C=CCNC(=S)NCC1COc2ccccc2O1 (stereo unspecified)	5%	i	-7%	·	1%
18	CCCCn1c(C)nc2cc(S(=O)(=O)N3CCOCC3)ccc21	3%	i	-10%	-1%	-2%
19	c1ccc(Oc2cccc(Oc3ccccc3)n2)cc1	0%	i	-2%	16%	·
20	C=CCn1c(SCC(=O)N2CCOCC2)nc2ccccc2c1=O	1%	i	-10%	-2%	-6%

no.	Abeta yeast res	TDP-43 yeast inh	PTHR1 ag	GLP-1R inv ag
11	-6%	-2%	i	12%
12	2%	6%	-26%	21%
13	-7%	-19%	i	16%
14	-1%	19%	i	-15%
15	-16%	-8%	-36%	10µM*
16	7%	19%	i	-19%
17	4%	-1%	i	1%
18	-2%	26%	i	2%
19	6%	20%	-13%	-32%
20	2%	-10%	i	-16%

Continued.
no.	SMILES	aSyn yeast inh	pAkt inh	HEK293 tox	FUS yeast rescue	Mm-Cpn inhibitor
21	CCN1CCc2nc(NC(=O)c3cc(F)c(F)cc3Cl)sc2C1	-10%	i	-5%	17%	-2%
22	CCCc1n(CC(O)COC2CCCCC2)c2ccccc2[n+]1C (stereo unspecified)	-2%	i	1%	9%	1%
23	COc1ccc(-c2coc3c(C(=O)N4CCN(C)CC4)cccc23)c(C)c1	-1%	i	-6%	-9%	·
24	CCCS(=O)(=O)Nc1cccc(-c2cn3ccsc3n2)c1	-12%	·	2%	9%	·
25	CC(C)c1ccc(Nc2cc(C(=O)NCc3cccs3)c3ccccc3n2)cc1	·	·	16%	12%	·
26	COc1ccc(NC(=O)CSc2nnc(-c3ccco3)n2C)cc1	0%	·	-17%	2%	2%
27	CC(=O)Oc1ccc(N(C(C)=O)S(=O)(=O)c2ccccc2)c2ccccc12	3%	i	-12%	-11%	·
28	Cc1cc(N2CCCCC2)nc2ccc(NC(=O)/C=C/c3ccccc3Cl)cc12	·	·	?	34%	·
29	Cc1ccc(C(=O)OC(C)CN2CCN(C)CC2)cc1 (stereo unspecified)	2%	i	?	3%	-6%
30	CNC(=O)c1nnc(Cc2ccc(F)cc2)o1	3%	i	5%	-23%	0%

no.	Abeta yeast res	TDP-43 yeast inh	PTHR1 ag	GLP-1R inv ag
21	-12%	10%	i	22%
22	1%	-1%	26%	16%
23	3%	19%	i	-7%
24	-12%	-9%	-24%	25%
25	-15%	17%	-30%	-12%
26	18%	7%	-7%[57.5 µM]	20%
27	5%	24%	-32%[inhibitor]	-1%
28	-14%	20%	14%	?
29	0%	-27%	-10%	-6%
30	5%	24%	-13%	5%

Single records (already shown):
Profile of CNC(=O)c1nnc(Cc2ccc(F)cc2)o1 : aSyn yeast inh = 3%; pAkt inh = i; HEK293 tox = 5%; FUS yeast rescue = -23%; Mm-Cpn inhibitor = 0%; Abeta yeast res = 5%; TDP-43 yeast inh = 24%; PTHR1 ag = -13%; GLP-1R inv ag = 5%
Profile of CC(C)c1ccc(Nc2cc(C(=O)NCc3cccs3)c3ccccc3n2)cc1 : aSyn yeast inh = ·; pAkt inh = ·; HEK293 tox = 16%; FUS yeast rescue = 12%; Mm-Cpn inhibitor = ·; Abeta yeast res = -15%; TDP-43 yeast inh = 17%; PTHR1 ag = -30%; GLP-1R inv ag = -12%

New compounds follow:
no.	SMILES	aSyn yeast inh	pAkt inh	HEK293 tox	FUS yeast rescue	Mm-Cpn inhibitor
31	COc1ccc(Cl)cc1N1C(=O)C2CCCN2C1c1ccc(F)c(F)c1 (stereo unspecified)	-3%	i	6%	-16%	-1%
32	COc1ccc(NC(=O)Nc2ccc(C(=O)N3CCOCC3)cc2)cc1OC	-2%	i	-26%	22%	-18%
33	COc1ccc(C(C)C)cc1S(=O)(=O)NCCCn1ccnc1	-7%	i	-7%	14%	-2%
34	CC(C)(C)c1ccc(S(=O)(=O)NC(Cc2ccccc2)C(=O)O)cc1 (stereo unspecified)	0%	i	3%	33%	1%
35	Cc1ccc(S(=O)(=O)N(C)C[C@@H]2OCc3cn(nn3)CCCC(=O)N([C@@H](C)CO)C[C@H]2C)cc1	0%	i	-15%	-18%	·
36	COc1ccc(S(=O)(=O)N2CC(C)N(C(=O)N(C)C)C2C)cc1 (stereo unspecified)	?	i	7%	1%	0%
37	COc1cccc(CN2CCC2(C)C(=O)NCc2cccc(C(F)(F)F)c2)c1OC (stereo unspecified)	1%	i	0%	29%	·
38	COc1ccc(C)cc1Nc1c2c(nc3nc(-c4cccs4)nn13)CCCC2	·	·	4%	-2%	·
39	CCSc1ncc(Cl)c(C(=O)Nc2c(C(=O)Nc3ccccc3)oc3ccccc23)n1	·	·	-4%	-35%	·
40	N#CCCn1cc(/C=C/C(=O)O)c(-c2ccc(F)cc2)n1	0%	i	1%	-24%	0%

no.	Abeta yeast res	TDP-43 yeast inh	PTHR1 ag	GLP-1R inv ag
31	3%	20%	i	-1%
32	-25%	-16%	i	1%
33	-2%	6%	-18%	4%
34	22%	-22%	8%[57.5 µM]	3%
35	1%	7%	i	18%
36	-2%	2%	-1%	10%
37	6%	11%	i	?
38	2%	0%	-4%	10%
39	-2%	-13%	?	-6%
40	11%	5%	i	3%

For reference, some entries already given:
no.	SMILES	aSyn yeast inh	pAkt inh	HEK293 tox	FUS yeast rescue	Mm-Cpn inhibitor
15	COc1ccc(NC(=O)CN(Cc2ccccc2)S(=O)(=O)c2ccc(C)cc2)cc1Cl	·	·	-5%	45%	·
16	c1ccc(N2CCN(c3nc4cc5c(cc4s3)OCO5)CC2)cc1	-7%&-13%	i	-11%	-2%	-10%

no.	Abeta yeast res	TDP-43 yeast inh	PTHR1 ag	GLP-1R inv ag
15	-16%	-8%	-36%	10µM*
16	7%	19%	i	-19%

(next part)
no.	SMILES	aSyn yeast inh	pAkt inh	HEK293 tox	FUS yeast rescue	Mm-Cpn inhibitor
41	COc1ccc(/C=N/N=C(\N)c2nonc2N)cc1OC	-5%	i	6%	5%	-1%
42	Cc1c(C(=O)NNC(=O)c2ccncc2)oc2ccccc12	-5%	i	-4%	-1%	1%
43	CCOC(=O)Cc1c(C)nc2cc(-c3ccc(C(C)(C)C)cc3)nn2c1C	·	·	3%	29%	·
44	CCOC(=O)N1CCN(c2nc(-c3ccc(Cl)cc3)cs2)CC1	-5%	i	6%	6%	1%

no.	Abeta yeast res	TDP-43 yeast inh	PTHR1 ag	GLP-1R inv ag
41	-19%	4%	i	33%[activator]
42	-9%	5%	-3%	9%
43	6%	-18%	i	?
44	8%	-3%	16%[57.5 µM]	16%
